Pf apPOL block = Pf-apPOL DNA polymerase inhibition. Recombinant Pf-apPOL, molecular beacon fluorescence, 1.5 h. inhibition, % at 10 µM. actives 0.25% (n = 210,000). AID 1794808
mHTT-CaM PPI inh = mHTT-calmodulin interaction abrogation | AlphaScreen His-mHTT/GST-CaM binding, luminescence | actives 3.6% (n = 190,000) | P42858 | AID 1671202 | inhibition, % at 15 µM;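 note: 0% = both proteins with DMSO and 100% = one protein alone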
* marks the source's active call; other numbers are inactive results; i = inactive; x = not tested or not shown; & = joins results of further samples. Cut-off read from the data, not from the text of the source: active = inhibition above about 50%; inactive = the rest. The list is partial (hit frequency here may not be typical).

compound	Pf apPOL block	mHTT-CaM PPI inh
O=C(c1csc(CN2CCN(c3ccc(F)cc3)CC2)n1)N1CCOCC1	1	4
Cc1ccc(S(=O)(=O)Nc2cc(Cl)c(O)c(C)c2C)cc1	2	0
COc1cc([N+](=O)[O-])ccc1N/C=C(\C#N)c1nc(-c2ccc3c(c2)OCO3)cs1	4	-3
O=C(NCCSc1c[nH]c2ccccc12)c1ccc(S(=O)(=O)N2CCCC2)cc1	4	10
CCCCN1CCN(C(=O)C2CCN(c3cncnc3N3CCOCC3)CC2)CC1	-2	2
CCCCC[C@H](C)N1C[C@H](COCc2ccccc2)Oc2cc(N3CCC[C@H]3CO)ccc2S1(=O)=O	-11	36
CCc1nc2cc(N3CCCC(C(=O)N(C)C)C3)cnc2nc1CC (centres undefined)	5	12
Fc1ccc(Br)cc1C1C=C(c2ccc(Cl)cc2)Nc2nnnn21 (centres undefined)	-2	8
CC(=O)Nc1ccc(C)cc1S(=O)(=O)NCCC1CCN(C(=O)c2ccccc2)CC1	-1	41
COc1ccc(C(=O)Nc2nc(C)cc(C)n2)cc1[N+](=O)[O-]	10	-2

Next part:
compound	Pf apPOL block	mHTT-CaM PPI inh
N#C/C(=C\Nc1ccc([N+](=O)[O-])cc1)c1nc(-c2ccc(Cl)cc2)cs1	-5	-1
CC(C)C(NC(=O)c1ccc(C(C)(C)C)cc1)C(=O)NC1=NCCS1 (centres undefined)	3	6
CCc1nnc(SCc2cc(=O)n3c(C)cccc3n2)nc1CC	-5	3
O=C(Cc1ccc(Br)cc1)c1ccc(O)cc1O	-25	-2
CCOc1ccccc1C(=O)N1CCN(c2ccccc2F)CC1	-7	6
O=C(Nc1c(-c2ccccc2)nc2ncccn12)c1ccccc1	1	-2
O=[N+]([O-])c1cc(S(=O)(=O)CCCN2CCOCC2)ccc1F	-2	97*
O=C(NC1CC1)c1ccc(Cl)cc1[N+](=O)[O-]	-3	-1
CCN(CC)S(=O)(=O)c1ccc2oc(C(=O)NCc3ccc(C)cc3)c(C)c2c1	-3	-6
CC1=NN(c2ccccc2)C(=O)C1C=C1C(=O)NC(=O)NC1=O (centres undefined)	-8	3

The results go on:
compound	Pf apPOL block	mHTT-CaM PPI inh
CN(CCc1ccccn1)C(=O)Cn1ccc2ccccc2c1=O	-6	2
c1cc(CN2CCCCC2c2nc(C3CC3)no2)ccn1 (centres undefined)	4	-4
Cc1noc(C)c1S(=O)(=O)N1CCc2[nH]nc(-c3ccccc3)c2C1	-3	-2
Cc1cc(=O)[nH]c(SCC(=O)Nc2ccc(Br)cc2)c1C#N	3	-5
CCc1ccc(NC(=O)N2CCC3(CC2)NC(=O)c2cc(Cl)ccc2N3C)cc1	-7	-18
Cc1ccccc1S(=O)(=O)N1CCCC2(C1)Nc1cccnc1NC2=NC1CCCC1 (centres undefined)	-4	14
Cn1ncc(N2CCCC(C(=O)NCc3ccc(F)cc3F)C2)cc1=O (centres undefined)	2	-2
O=S1(=O)c2c(cccc2N2CCSCC2)Oc2ccccc2CN1Cc1cn(Cc2ccc(Cl)cc2)nn1	-5	-3
COc1ccc(NS(=O)(=O)c2ccc3[nH]c4c(c3c2)CCCCC4)cc1	-2	57*
O=c1[nH]c(NCCO)nc2sc3c(c12)CCCC3	3	0

Carrying on:
compound	Pf apPOL block	mHTT-CaM PPI inh
CCC(C(=O)N1CCC(c2nc(C(=O)N3CCCC3)c(C)o2)CC1)c1ccccc1 (centres undefined)	1	24
COc1ccc(CNC2CC(=O)N(c3ccccc3)C2=O)cc1 (centres undefined)	-6	9
Cc1cc(C)c2c(N3CCCC3)nc(C(=O)NC3CCCC3)nc2n1	-2	6
CCOc1ccc(C(=O)Nc2c3c(nn2-c2ccc(Cl)cc2)CS(=O)(=O)C3)cc1OCC	-4	26
CC(C)C(=O)Nc1cccc(NC(=O)c2ccc([N+](=O)[O-])cc2)c1	-4	0
COc1cc(C2=NOC(C(=O)Nc3ccc4c(c3)OCO4)C2)cc(OC)c1OC (centres undefined)	-5	60*
CCSc1nnc(NC(=O)CCCn2nc(-c3cccs3)ccc2=O)s1	-7	-5
COc1ccc(CSc2nnc(-c3ccco3)n2-c2ccccc2)cc1	5	4
Cc1ccccc1N1C(=O)NC(=O)/C(=C\c2cccn2C)C1=O	0	10
O=C(Nc1ccc(Br)cn1)c1cc(I)ccc1Cl	0	-27

(further entries)
compound	Pf apPOL block	mHTT-CaM PPI inh
COc1ccc(S(=O)(=O)N2CC3CC2CC3NC(=O)c2cccnc2)cc1Cl (centres undefined)	-5	9
CCN(C(=O)c1noc2c1CCCC2)c1cccc(Cl)c1	0	-19
O=C(c1ccc(Cl)cc1)N1CCC(C(=O)N2CCC(Cc3ccccc3)CC2)CC1	0	9
COc1cc(/C=C2/C(=O)N(c3ccc(Cl)c(Cl)c3)N=C2C)cc(OC)c1OC	-4	14
CC(C)(C)c1ccc(C2=NC(C)(C)N(CC(=O)Nc3cccc(Cl)c3)C2=O)cc1	-6	8
CCNC(=O)N1CCC(c2nc(CCNC(=O)C(C)C)cs2)CC1	-1	3
Cc1sc2ccccc2[n+]1CCCS(=O)(=O)[O-]	x	2
COc1ccc(C2CC(c3ccc(F)cc3)n3nc(N)nc3N2)cc1 (centres undefined)	2	1
O=C(Nc1ccc(F)cc1)c1ccnc(N2CCNC(c3ccccc3)C2)c1 (centres undefined)	-2	25
CCCCC(=O)Nc1ccc(NC(=O)COc2ccc([N+](=O)[O-])cc2)cc1OC	1	-4

(next part)
Screens in order: Pf apPOL block, mHTT-CaM PPI inh
CC1=NS(=O)(=O)c2cccnc2N1c1cccc(C)c1
  -3, 1
N#Cc1cc([N+](=O)[O-])cnc1N(CCO)CCO
  -6, 2
COCCN1Cc2cc(NC(=O)C3CCCC3)ccc2OC(C)C1=O (centres undefined)
  0, 9
N#CC1=C(N)Oc2n[nH]c(C(F)(F)F)c2C1c1ccco1 (centres undefined)
  3, 0
O=C(Nc1cnc2ccccc2c1)C12CC3CC(CC(C3)C1)C2
  -10, -10
O=C(Cc1ccc(F)cc1)NCC1CCN(Cc2cccs2)CC1
  -7, -5
CCn1nccc1C(=O)Nc1ccc2c(c1)OCO2
  -4, -14
O=C1C=C(C(F)(F)F)c2ccc(NC3CCCCC3)c3cccc1c23
  i, 17
CN1CCOc2ccc(NC(=O)c3cc(-c4ccccc4)nn3C)cc2C1=O
  4, 12
COc1ccc(-c2c(C)oc3c(C)c(OC)ccc3c2=O)cc1
  -5, 2

Reprinted from the part before: 6 entries; new compounds follow.
Screens in order: Pf apPOL block, mHTT-CaM PPI inh
O=C(Nc1cnc2ccccc2c1)C12CC3CC(CC(C3)C1)C2
  -10, -10
O=C(Cc1ccc(F)cc1)NCC1CCN(Cc2cccs2)CC1
  -7, -5
CCn1nccc1C(=O)Nc1ccc2c(c1)OCO2
  -4, -14
O=C1C=C(C(F)(F)F)c2ccc(NC3CCCCC3)c3cccc1c23
  i, 17
CN1CCOc2ccc(NC(=O)c3cc(-c4ccccc4)nn3C)cc2C1=O
  4, 12
COc1ccc(-c2c(C)oc3c(C)c(OC)ccc3c2=O)cc1
  -5, 2
COc1ccccc1C(=O)Nc1ccc(N2S(=O)(=O)c3ccccc3S2(=O)=O)cc1
  -12, 2
Cc1ccc(C(=O)NC2(c3nc(C4CC4)no3)CCCCC2)cc1C
  1, -8
Cc1ccc(-c2noc(CSc3nccn3-c3ccccc3)n2)cc1
  0, 21
COc1ccc(C(=O)N2CCCC(COc3ccc(C(=O)NC4CC4)cc3)C2)cc1 (centres undefined)
  -2, -2
O=C(NC1CC(O)C(CO)C1)c1cc2ccccc2o1 (centres undefined)
  -3, -6
O=C1N=C(N2CCOCC2)S/C1=C\C1=Cc2ccccc2OC1
  x, 45
Cc1cc(O)c(C(C)C)cc1NC(=O)c1cccc([N+](=O)[O-])c1
  0, 2
Cn1c(=O)c2c(NCCc3c[nH]c4ccccc34)ccnc2n(C)c1=O
  -7, 36
O=C(NCCO)c1cccc2c1-c1ccc(I)cc1C2
  -1, -1
Cc1cc(O)c(C(C)(C)C)cc1S(=O)c1cc(C(C)(C)C)c(O)cc1C
  x, 68*

Remaining list, next part:
Screens in order: Pf apPOL block, mHTT-CaM PPI inh
Cn1c(=O)c2c(nc(N3CCOCC3)n2Cc2cccc(C(F)(F)F)c2)n(C)c1=O
  -4, -6
O=C(Nc1ccc(F)cc1F)N1CCc2c(nc3cc[nH]n3c2=O)C1
  5, 6
Cc1ncc(CO)c2cc(C(=O)Nc3ccccc3)c(=N)oc12
  -1, -3
Cn1ncc2c(Nc3cccc(Cl)c3)nc(NCc3ccco3)nc21
  -2, 23
C=CCN(C)C(=O)c1csc2c1CCCC2
  2, 0
CCCc1ccc(S(=O)(=O)N2CCC(C(=O)NCCc3csc(C)n3)CC2)cc1
  -5, 18
Nc1ccccc1SC(CC(=O)c1ccccc1)c1ccc2c(c1)OCO2 (centres undefined)
  -12&-7, x
Cc1ccc(C)c(NCN2C(=O)C3CCCCC3C2=O)c1 (centres undefined)
  22, 9
COc1ccc2oc3ccccc3c(=O)c2c1
  -9, x
COc1cc(C2NC(C(=O)O)Cc3[nH]cnc32)cc(Br)c1OCc1ccccn1 (centres undefined)
  3, 8

Next part.
Screens in order: Pf apPOL block, mHTT-CaM PPI inh
Cc1ccccc1-c1cc2c(c3c1ccn3C)C1CCC2O1 (centres undefined)
  -4, 31
COc1cccc(C(=O)NCCSc2ncc(-c3ccc(F)cc3)[nH]2)c1OC
  -9, -12
Cc1nc2c(c(N3CCN(C4CCN(C)CC4)CC3)n1)CCC2
  1, -6
O=C(N=c1scc(-c2ccccc2)n1-c1ccccc1)c1ccco1
  0, 3
Cc1ccc2c(Cl)c(C(=O)NCc3ccccc3)sc2c1
  13, 4
O=C(Nc1nnc(C2CCCCC2)o1)C1CCCN1S(=O)(=O)c1ccc(F)cc1 (centres undefined)
  -4, 20
COc1ccc(NC(=O)CN2CCC(c3nc(-c4ccc(C)cc4)no3)CC2)cc1
  -2, 2
Brc1ccc(-c2ccc(CNCc3ccco3)o2)cc1
  -9, 92*
O=C(O)c1ccc2c(c1)C(=O)N(c1cccc(O)c1)C2=O
  3, -12
Cc1ccn2cc(C(=O)N3CCN(C4CCN(C)CC4)CC3)nc2c1
  -2, -6

Other structures follow:
Screens in order: Pf apPOL block, mHTT-CaM PPI inh
Cc1ccccc1C1C=C(c2ccc(Cl)cc2)Nc2nnnn21 (centres undefined)
  -4, -9
CC(C)(C)c1ccc(-c2nnc(SCc3ccc(Cl)cc3)s2)cc1
  5, x
O=c1c2c(nc3cc(-c4ccccc4)[nH]n13)CNCC2
  -3, -2
C=CCn1c(=S)sc2c(Sc3nnc(-c4ccc(Cl)cc4)o3)ncnc21
  -4, x
COc1ccc2[nH]c3c(c2c1)CNCC3
  x, 11
CCc1ccccc1NC(=O)N1CCCC1c1nc(-c2cccc(OC)c2)no1 (centres undefined)
  1, -1
O=S1(=O)c2ccc(Br)cc2OC[C@H](Cc2ccccc2)N1Cc1cn(CCC2OCCO2)nn1
  -5, 8
COc1ccc(CCNC(=O)Cn2c(=O)[nH]c3ccsc3c2=O)cc1OC
  -4, 8
Cc1noc(C)c1S(=O)(=O)N1CCC(C(C)C(=O)NCCN2CCCCC2)CC1 (centres undefined)
  2, -7
O=C(Nc1cccc(Cl)c1)C(O)c1ccccc1 (centres undefined)
  0, 1

(list continues)
Screens in order: Pf apPOL block, mHTT-CaM PPI inh
C=CCn1c(=S)sc2c(N3CCN(c4ccccc4)CC3)ncnc21
  2, x
COc1ccc(OC)c(-c2nc3cc(C)cc(C)c3o2)c1
  -4, 28
COc1ccc(C(=O)N2CCC(Cc3nc4cccnc4n3C(C)C)C2)cc1OC (centres undefined)
  -3, 2
Cc1ccc(N2C(=O)CC(N3CCN(C/C=C/c4ccccc4)CC3)C2=O)cc1Cl (centres undefined)
  -13, 26
CC1CCC(C(C)C)C(NC(=O)c2ccco2)C1 (centres undefined)
  -3, x
COc1ccc(NC(=O)N2CCC(n3c(-c4ccc(OC)cc4)nc4cccnc43)C2)cc1 (centres undefined)
  -4, 14
Cc1ccsc1C(=O)N1CCC(c2nc(C3CC3)no2)C1 (centres undefined)
  -1, -7
CCCCN(c1nc(C)cc(OC)n1)S(=O)(=O)c1ccccc1Cl
  -2, -72
CCNS(=O)(=O)c1cccnc1Nc1ccc(F)c(Cl)c1
  -3, -14
CCn1c(=O)c(-c2ccc(C(=O)NC3CCCC3)cc2)nc2cccnc21
  0, -3

(listing goes on)
Screens in order: Pf apPOL block, mHTT-CaM PPI inh
CCC(CC)NC(=O)C1CC(=O)N(CCc2c[nH]c3ccc(C)cc23)C1 (centres undefined)
  -4, 16
Cn1cccc1CN1CCc2nc(N3CCCCC3)nc(Oc3ccccc3)c2C1
  2, 71*
Cc1ccc(S(=O)(=O)c2cc3c(=O)n4ccccc4nc3n(C3CCCCC3)c2=N)cc1
  -17, -3
CCC(C)NC(=O)c1cnn2c1NC(c1cccs1)CC2C(F)(F)F (centres undefined)
  -6, 2
Cc1cccc(CCNC(=O)C2CCN(c3ncnc4c3nc3n4CCCCC3)CC2)c1
  -1, -1
Cc1ccc(NC(=O)C2CCCN(c3nccc(C)n3)C2)c(Cl)c1 (centres undefined)
  0, -13
Cc1cc(C)nc(SCc2ccccc2C#N)n1
  -8, -10
CC(C)(C)c1ccc(OCC(N)=S)cc1
  -1, x
CC(Nc1c2ccccc2nc2ccccc12)C(=O)NC(CC(N)=O)C(=O)O (centres undefined)
  2, 1

Some of these compounds in order of count of non-hydrogen atoms, rising.
Screens in order: Pf apPOL block, mHTT-CaM PPI inh
Cc1ccc(NC(=O)C2CCCN(c3nccc(C)n3)C2)c(Cl)c1 (centres undefined)
  0, -13
CC(Nc1c2ccccc2nc2ccccc12)C(=O)NC(CC(N)=O)C(=O)O (centres undefined)
  2, 1
Cc1cccc(CCNC(=O)C2CCN(c3ncnc4c3nc3n4CCCCC3)CC2)c1
  -1, -1

Assay outcomes: PubChem, University of Kansas High Throughput Screening Laboratory
